EP2 antag: EP2 receptor (human) inhibition; actives 0.52% (n = 260,000); AID 1422; P43116; C6 glioma cells expressing human EP2, cAMP TR-FRET; cells stimulated with saturating PGE2; inhibition, % at 25 µM;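 active = percent inhibition above 40 after rounding to a whole number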;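 note: rat C6 glioma host cells with rolipram phosphodiesterase inhibitor present; the protocol text gives 20 µM as final concentration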
Target sequence (P43116 whole entry, looked up): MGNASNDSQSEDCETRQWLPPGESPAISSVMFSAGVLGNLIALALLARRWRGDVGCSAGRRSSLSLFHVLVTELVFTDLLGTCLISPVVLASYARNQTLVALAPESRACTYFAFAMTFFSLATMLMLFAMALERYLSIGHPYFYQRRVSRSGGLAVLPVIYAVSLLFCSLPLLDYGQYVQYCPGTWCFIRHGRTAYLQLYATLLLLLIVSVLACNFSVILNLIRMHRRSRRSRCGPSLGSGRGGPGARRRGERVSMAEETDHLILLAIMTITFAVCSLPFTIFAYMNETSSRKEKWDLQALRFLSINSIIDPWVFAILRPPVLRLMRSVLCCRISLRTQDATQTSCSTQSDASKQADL
Numbers without * were called inactive; ! = not active in a repeat.

Results for COc1cc(OC)c(OC)cc1CN1CCN(Cc2cc(OC)c(OC)cc2OC)CC1 ?
EP2 antag: 9.3

How did CC(CN1CCCC1)OC(=O)COc1ccc(F)cc1 (configuration not stated) do in these assays?
EP2 antag: 20.5

Results for Cc1sc2ncn(Cc3ccc(Cl)cc3Cl)c(=O)c2c1C ?
EP2 antag: 12.8

How did Cn1c(=O)c2c(nc(NCCNC(=O)C3CC3)n2Cc2ccc(Cl)cc2)n(C)c1=O do in these assays?
EP2 antag: 16.0

How did O=C(NCc1ccccn1)C1Nc2ccc(C(F)(F)F)cc2C2C=CCC12 (configuration not stated) do in these assays?
EP2 antag: 10.9

Results for CC1(C)CC(N(Cc2ccncc2)Cc2cccnc2)CC(C)(C)N1 ?
EP2 antag: 9.2

Results for COc1ccc(S(=O)(=O)N(Cc2cc3cc(C)cc(C)c3[nH]c2=O)C2CCCC2)cc1 ?
EP2 antag: 3.2

Results for Cc1ccccc1C(=O)N1CCN(c2ccc(NC(=O)C(C)C)cc2)CC1 ?
EP2 antag: 9.4

How did CC(C)(C)OC(=O)NNc1c2ccccc2nc2ccccc12 do in these assays?
EP2 antag: 9.4

What do the screens show for `O=C(O)c1ccc(Cc2ccccc2C(=O)O)cc1`?
EP2 antag: 11.7

Results for CCOC(=O)c1cc2c(ccn2C)n1CC(=O)NC1CC1 ?
EP2 antag: 9.5

Results for Oc1cc(CN2COc3ccccc32)c(O)cc1CNC1CCCCC1 ?
EP2 antag: 118.0*

Results for COc1ccc2cc(C)c3nn(CCNC(=O)c4noc5c4CCCC5)c(=O)n3c2c1 ?
EP2 antag: 5.0

How did NS(=O)(=O)c1ccc(N=Nc2nc3[nH]cnc(=S)c3[nH]2)cc1 do in these assays?
EP2 antag: 33.0

How did COc1ccc([C@@H]2CN(C(=O)c3cccs3)C[C@H]2C(=O)O)cc1 do in these assays?
EP2 antag: 4.8

What do the screens show for `COc1cc2c(cc1OC)CN(C(=O)CSc1nc3c(cc1C#N)CCCCC3)CC2`?
EP2 antag: 7.8

What do the screens show for `O=c1[nH]c2cc3c(cc2cc1CN(CCCO)C(=S)NC1CCCCC1)OCO3`?
EP2 antag: 8.8

Results for O=C(O)C1=C/C(=C(/c2ccccc2)c2cc(C(=O)O)c(O)c3ccccc23)c2ccccc2C1=O ?
EP2 antag: 39.8*!

Results for Oc1ccc2c(c1)C(O)CC1(CCN(CC(O)c3ccc4c(c3)CCC4)CC1)O2 (configuration not stated) ?
EP2 antag: 8.9

What do the screens show for `CC(=O)N1CC=C2C(C#N)=C(N)C(C#N)(C#N)C(c3cccs3)C2C1` (configuration not stated)?
EP2 antag: 20.5

At a glance, part of the list above:
Results for COc1cc(OC)c(OC)cc1CN1CCN(Cc2cc(OC)c(OC)cc2OC)CC1 ?
EP2 antag: 9.3

How did CC(CN1CCCC1)OC(=O)COc1ccc(F)cc1 (configuration not stated) do in these assays?
EP2 antag: 20.5

Results for Cc1sc2ncn(Cc3ccc(Cl)cc3Cl)c(=O)c2c1C ?
EP2 antag: 12.8

How did Cn1c(=O)c2c(nc(NCCNC(=O)C3CC3)n2Cc2ccc(Cl)cc2)n(C)c1=O do in these assays?
EP2 antag: 16.0

The listing picks up, repeating the 6 entries before the break.
How did COc1ccc([C@@H]2CN(C(=O)c3cccs3)C[C@H]2C(=O)O)cc1 do in these assays?
EP2 antag: 4.8

What do the screens show for `COc1cc2c(cc1OC)CN(C(=O)CSc1nc3c(cc1C#N)CCCCC3)CC2`?
EP2 antag: 7.8

What do the screens show for `O=c1[nH]c2cc3c(cc2cc1CN(CCCO)C(=S)NC1CCCCC1)OCO3`?
EP2 antag: 8.8

Results for O=C(O)C1=C/C(=C(/c2ccccc2)c2cc(C(=O)O)c(O)c3ccccc23)c2ccccc2C1=O ?
EP2 antag: 39.8*!

Results for Oc1ccc2c(c1)C(O)CC1(CCN(CC(O)c3ccc4c(c3)CCC4)CC1)O2 (configuration not stated) ?
EP2 antag: 8.9

What do the screens show for `CC(=O)N1CC=C2C(C#N)=C(N)C(C#N)(C#N)C(c3cccs3)C2C1` (configuration not stated)?
EP2 antag: 20.5

Results for COc1ccccc1C1(NC(=O)CCn2ncc3ccccc32)CCCC1 ?
EP2 antag: 4.2

Results for CCOc1ccc(NC(=O)N2CCC(NC(=O)c3ccccc3F)CC2)cc1 ?
EP2 antag: 5.7

What do the screens show for `Cc1ccc2[nH]c(CCN(C)C)c(CSCc3c(CCN(C)C)[nH]c4ccc(C)cc34)c2c1`?
EP2 antag: 127.0*

Results for CCOC(=O)c1sc(NC(=O)CSc2nc3cc(OC)ccc3cc2C#N)nc1C ?
EP2 antag: 10.9

Results for COc1cccc(-n2c(SCC(=O)N3CCOCC3)nnc2-c2ccoc2C)c1 ?
EP2 antag: 15.3

Results for COc1ccc(CN(Cc2cccnc2)CC2CCCO2)c(OC)c1 (configuration not stated) ?
EP2 antag: 10.1

Results for CCn1c(C(NC(=O)c2ccc(Cl)cc2Cl)C(C)C)n[nH]c1=S (configuration not stated) ?
EP2 antag: 7.2

Results for COc1ccc(OCC(=O)Nc2sc3c(c2C#N)CCCCC3)cc1 ?
EP2 antag: 9.8

How did O=C1CCCC/C1=C/Nc1ccc(S(=O)(=O)Nc2nccs2)cc1 do in these assays?
EP2 antag: 14.7

Results for Cn1c(SCC(=O)Nc2ccc3c(c2)OCO3)nnc1-c1ccco1 ?
EP2 antag: 6.2

Results for CCC(=O)N(CC)Cc1cc2cc(OC)ccc2[nH]c1=O ?
EP2 antag: 9.3

What do the screens show for `CCOC(=O)c1ccc(NC(=O)c2sc3nc(C)cc(C)c3c2N)cc1`?
EP2 antag: 16.4

How did O=C(CSc1nnc(Cc2ccccc2)o1)N1c2ccccc2Sc2ccccc21 do in these assays?
EP2 antag: 9.2

What do the screens show for `CCNC(=O)C(N)Cc1c[nH]c2ccccc12` (configuration not stated)?
EP2 antag: 10.9

Results for COc1ccc2cc(CN(Cc3ccc4c(c3)OCO4)Cc3nnnn3C(C)(C)C)c(=O)[nH]c2c1 ?
EP2 antag: 8.8

What do the screens show for `Cn1c(N2CCCC(C(=O)NCCc3cccc(F)c3)C2)nc2ccccc21` (configuration not stated)?
EP2 antag: 9.8

What do the screens show for `O=C1c2ccccc2CC1Sc1ncnc2c1sc1nc3ccccc3cc12` (configuration not stated)?
EP2 antag: 7.7

Results for Cc1nc2c(c(=O)[nH]1)CN(CC1=Cc3ccccc3OC1)CC2 ?
EP2 antag: 2.8

What do the screens show for `Cc1c(Cl)cccc1S(=O)(=O)N1CCCC(c2nc(-c3cccs3)no2)C1` (configuration not stated)?
EP2 antag: 6.2

How did Cc1nnc(NC(=O)CN(C)C)s1 do in these assays?
EP2 antag: 15.2

Results for COc1cccc(NC(=O)CSc2nnc(COc3ccc(Cl)c(C)c3)n2C)c1 ?
EP2 antag: 7.6

How did CCN1CCCC1CN(Cc1ccncc1)Cc1c(OC)cccc1OC (configuration not stated) do in these assays?
EP2 antag: 12.4

What do the screens show for `Fc1cccc(CN(CCCn2ccnc2)Cc2cnn(C3CCCCC3)c2)c1`?
EP2 antag: 10.6

Results for O[C@@H](COc1cccc2ccccc12)CN1CCOCC1 ?
EP2 antag: 11.0

What do the screens show for `Cn1c(=O)c2[nH]c(CN3CCN(c4ccccc4F)CC3)nc2n(C)c1=O`?
EP2 antag: 6.1

How did COc1ccc2cc(CN(CCN3CCOCC3)C(=O)Nc3ccc(Cl)cc3)c(=O)[nH]c2c1 do in these assays?
EP2 antag: 14.4

Results for COc1ccc2[nH]c(=O)c(C(c3nnnn3C3CCCC3)N3CCN(Cc4ccccc4)CC3)cc2c1 (configuration not stated) ?
EP2 antag: 17.1

Results for Cc1cccc(NS(=O)(=O)c2ccc(NC(=O)C3COc4ccccc4O3)cc2)c1 (configuration not stated) ?
EP2 antag: 6.6

Results for Cc1ccc(CN(Cc2cc3cccc(C)c3n3nnnc23)C(=O)c2cccnc2)cc1 ?
EP2 antag: 8.8

Results for O=C(CN1C(=O)[C@@H]2CCCN2C(=O)c2ccccc21)NCc1ccc(Cl)cc1 ?
EP2 antag: 8.7

Results for O=C(NC1CCCc2c1cnn2-c1ccc(F)cc1)C1CC1 (configuration not stated) ?
EP2 antag: 6.8

Results for Clc1ccc(-c2noc(C3CCCNC3)n2)cc1 (configuration not stated) ?
EP2 antag: 10.8

What do the screens show for `C[C@@H]1OC(O[C@H]2[C@H](OC(=O)[C@]34CCC(C)(C)CC3C3=CCC5[C@@]6(C)CC[C@H](OC7O[C@@H](C)[C@H](O[C@@H]8OC[C@@H](O)[C@H](O)[C@H]8O)[C@@H](O)[C@H]7O)C(C)(C)C6CC[C@@]5(C)[C@]3(C)CC4O)OC[C@H](O)[C@H]2O)[C@H](O)[C@H](O)[C@H]1O[C@@H]1O[C@H](CO)[C@@H](O)[C@H](O)[C@H]1O` (some centres not stated)?
EP2 antag: 107.7*

How did O=C(c1cccc2ccccc12)N1CCN(S(=O)(=O)Cc2ccccc2)CC1 do in these assays?
EP2 antag: 14.5

How did O=C(C1CC1)N1CCCc2cc(C(O)CN3CCN(c4ccccc4F)CC3)ccc21 (configuration not stated) do in these assays?
EP2 antag: 2.9

How did CCCc1cc(Nc2ccc(C(C)=O)cc2)n2ncnc2n1 do in these assays?
EP2 antag: 10.4

How did c1ccc(C2=NOC(c3nnc(-c4ccccc4)o3)C2)cc1 (configuration not stated) do in these assays?
EP2 antag: 7.8

Results for Cc1n[nH]c(=S)n1NCc1ccc(Cl)cc1Cl ?
EP2 antag: 10.5

What do the screens show for `NC(N)=Nc1nc(-c2ccc3c(c2)CC(=O)N3)cs1`?
EP2 antag: 15.4

What do the screens show for `COc1ccc(-n2c(SCC(=O)Nc3c(C)cc(C)cc3C)nnc2-c2ccncc2)cc1`?
EP2 antag: 5.8

Gathered by group, the compounds so far containing a tert-butyl group (2)
How did CC(C)(C)OC(=O)NNc1c2ccccc2nc2ccccc12 do in these assays?
EP2 antag: 9.4

Results for COc1ccc2cc(CN(Cc3ccc4c(c3)OCO4)Cc3nnnn3C(C)(C)C)c(=O)[nH]c2c1 ?
EP2 antag: 8.8

(cont.)
How did CC(=O)OCC(=O)NCCCOc1cccc(CN2CCCCC2)c1 do in these assays?
EP2 antag: 12.7

Results for O=C(NCCCNC(=O)c1cccnc1)c1cccnc1 ?
EP2 antag: 13.1

What do the screens show for `COc1ccc(NC(=O)C2CCCN2C(=O)Nc2cccc(C(C)=O)c2)cc1` (configuration not stated)?
EP2 antag: 11.7

How did COc1ccccc1C1(O)CCN(CCNC(=O)c2cc(F)cc(F)c2)CC1 do in these assays?
EP2 antag: 5.2

What do the screens show for `CN(C)CCN(c1ccccn1)c1ccccn1`?
EP2 antag: 33.0

How did Cc1n[nH]c(C)c1CNC(=O)C1ON=C(c2ccc(F)cc2)C1C (configuration not stated) do in these assays?
EP2 antag: 4.5

How did CC(=O)NC(Cc1c[nH]c2ccccc12)C(=O)NCC(=O)O (configuration not stated) do in these assays?
EP2 antag: 9.0

How did Cn1cccc1C(C(=O)NC1CCCCC1)N(C(=O)Cc1cccs1)c1ccccc1 (configuration not stated) do in these assays?
EP2 antag: 10.4

How did COc1ccc(CNC(=O)c2sc3nc4ccc(C)cc4cc3c2N)cc1 do in these assays?
EP2 antag: 13.2

Results for Cc1nc2c(c(=O)[nH]1)CCN(Cc1ccc(N3CCCC3)cc1)C2 ?
EP2 antag: 6.6

How did C=CCNC(=O)C1CC(=O)N(c2ccc(OCc3ccc(F)cc3)cc2)C1 (configuration not stated) do in these assays?
EP2 antag: 9.5

How did CCc1cccc(C)c1NC(=O)c1sc2cc(C)ccc2c1Cl do in these assays?
EP2 antag: 20.0

Results for CCCC(c1nnnn1C(C)(C)C)N(Cc1cccs1)Cc1cc2cc(C)c(C)cc2[nH]c1=O (configuration not stated) ?
EP2 antag: 13.4

What do the screens show for `Cc1ccc(S(=O)(=O)Nc2ccc(S(=O)(=O)NCC3CCCO3)cc2)cc1` (configuration not stated)?
EP2 antag: 7.4

Results for CCC(c1nnnn1C(C)(C)C)N(Cc1ccccc1Cl)Cc1cc2cc(C)cc(C)c2[nH]c1=O (configuration not stated) ?
EP2 antag: 14.4

What do the screens show for `Cc1ccccc1NC(=O)CSc1nnc(-c2ccncc2)n1Cc1ccco1`?
EP2 antag: 6.2

Results for COc1ccc(C(C)C)cc1S(=O)(=O)N1CCC(O)(c2ccccc2)C1 (configuration not stated) ?
EP2 antag: 4.4

What do the screens show for `Cc1ccc(-c2cc(N)c(=O)n(CC(=O)NC3CCCCC3)n2)o1`?
EP2 antag: 9.3

What do the screens show for `Cc1cccc2cc(CN(Cc3cccs3)C(=O)c3ccc(F)cc3)c3nnnn3c12`?
EP2 antag: 8.0

What do the screens show for `CCCn1c(SCC(=O)Nc2ccccc2F)nnc1C(C)C`?
EP2 antag: 10.1

Results for C#CCOc1ccc(CN(Cc2ccccn2)C2CC(C)(C)NC(C)(C)C2)cc1 ?
EP2 antag: 8.9

How did Cc1ccc(S(=O)(=O)NCc2ccccn2)c(C)c1 do in these assays?
EP2 antag: 4.0

What do the screens show for `O=C(Nc1ccc(Cl)cc1Cl)C1COc2ccccc2O1` (configuration not stated)?
EP2 antag: 8.2

What do the screens show for `CCOc1ccc2[nH]c(=O)c(CN(Cc3ccco3)Cc3nnnn3CC3CCCO3)cc2c1` (configuration not stated)?
EP2 antag: 8.7

How did O=S(=O)(c1ccc(S(=O)(=O)N(Cc2ccccc2Cl)C2CC2)cc1)N1CCCCC1 do in these assays?
EP2 antag: 9.2

Results for COC(=O)c1ccc(Nc2cc(=O)[nH]c(=O)[nH]2)cc1 ?
EP2 antag: 12.3

What do the screens show for `Cc1cc(=O)oc2cc(OCC(=O)Nc3ccccc3Br)ccc12`?
EP2 antag: 8.1

What do the screens show for `CC[C@H](C)/C=C/C1=CC2=C(Cl)C(=O)[C@@]3(C)OC(=O)C(C(=O)[C@H](C)[C@@H](C)O)=C3C2=CO1`?
EP2 antag: 6.8

Results for CCN1C2=C(C(=O)CCC2)C(c2ccc(O)c(Cl)c2)C2=C1CCCC2=O ?
EP2 antag: 9.4

How did CN1CCC[C@@H]1CCO[C@](C)(c1ccccc1)c1ccc(Cl)cc1 do in these assays?
EP2 antag: 11.5

What do the screens show for `O=C(/C=C/c1ccccc1)NC(=S)Nc1ccc(S(=O)(=O)Nc2cscn2)cc1`?
EP2 antag: 13.8

Assay outcomes from PubChem.

Not all compounds are listed, so the mix of outcomes need not match the whole.
